TAG inh = inhibitors of triacylglycerol accumulation. inhibition, % at 12.5 µM. H9c2 cells, Nile Red lipid (TAG) fluorescence; cells loaded with 200 µM oleic acid. 230,000 compounds, 0.66% hits;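 active = pattern-corrected inhibition of lipid staining of at least 50% with the nuclear-stain viability signal not falling by more than 50%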;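 also: 0% = DMSO wells and 100% = triacsin C control wells; some results filed as inactive read as strong as hits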
TAG inh DAPI viability = second read-out of TAG inh, no call of its own (marks repeat the call); DAPI nuclei signal change (viability), lower = more cytotoxic, %;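 whole-well DAPI fluorescence read on a plate reader as a viability signal; minus 50 percent equals half of cells still viable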
* marks the source's active call; other numbers are inactive results; i = inactive; & = joins results of further samples. The list is partial (hit frequency here may not be typical).

Preview (three entries):
Sequence of screens – TAG inh, TAG inh DAPI viability
> CCN(c1nc(N)c(C(=O)N=C(N)N)nc1Cl)C(C)C
    5, 7
> O=C(NC(=S)Nc1ccc(F)c([N+](=O)[O-])c1)c1ccccc1F
    -9, 1
> CN(Cc1ccccc1)C(=O)C(=O)c1cn(CC(=O)N2CCCC2)c2ccccc12
    -4, 4

Results, from the start:
Sequence of screens – TAG inh, TAG inh DAPI viability
> CCN(c1nc(N)c(C(=O)N=C(N)N)nc1Cl)C(C)C
    5, 7
> O=C(NC(=S)Nc1ccc(F)c([N+](=O)[O-])c1)c1ccccc1F
    -9, 1
> CN(Cc1ccccc1)C(=O)C(=O)c1cn(CC(=O)N2CCCC2)c2ccccc12
    -4, 4
> Cc1cc(-c2c(C)[nH]n(-c3ccc(Cl)cc3)c2=O)n[nH]1
    7, -3
> Cc1ccc(SCC(=O)NC(=O)NC2CCCC2)c(C)c1
    -10, 9
> CCOCc1c(C(=O)NCc2ccccc2CN2CCCC2)oc2ccccc12
    -16, 0
> CCOC(=O)c1c(NC(=O)CSc2nnc(-c3cccnc3)o2)sc(C)c1C
    -12, 1
> CN(CC(=O)Nc1ccccc1Cl)C(=O)CCc1nc2ccccc2c(=O)[nH]1
    -3, -7
> COCC(=O)Nc1cc(C)cn(Cc2c(F)cccc2Cl)c1=O
    5, -6
> CN(C)/C=C(\C#N)C(=O)c1cccc(Oc2ccc(Br)cc2)c1
    -3, 7
> COc1ccc2cc(C(=O)C3CCCN(Cc4cnc(C)s4)C3)ccc2c1 (stereo not given)
    12, 182
> COC(=O)CCC(=O)OC1(C)C(=O)C=C2C=C(C3CC3)N(C3CC3)C=C2C1=O (stereo not given)
    -8, 1
> CSc1nsc(/C=C/Nc2ccc(Cl)cc2)c1C#N
    10, 7
> CCOc1ccc2c(c1)nc(SCC(=O)c1cccs1)n2C
    -21, 6
> CNCCC(Oc1ccccc1OC)c1ccccc1 (stereo not given)
    -6, 1
> CN1/C(=C\C(=O)CN2C(=O)NC3(CCCCCC3)C2=O)C(C)(C)c2ccccc21
    -20, 6
> COc1ccc(N2CC(C(=O)N/N=C/c3ccccc3)CC2=O)cc1 (stereo not given)
    2, -8
> CC(C)Oc1ccc(C(=O)Nc2ccc3c(c2)n(C)c(=O)n3C)cc1
    6, -3
> CCN(CC)S(=O)(=O)c1ccc2c(c1)nc(SCc1nc3ccsc3c(=O)[nH]1)n2CC
    13, -10
> Cc1cc(N2C(=O)C3CCC(c4ccccc4)CC3C2=O)no1 (stereo not given)
    8, 9
> CCOC(=O)NC(C)N1C(=O)C2C3C=CC(C3)C2C1=O (stereo not given)
    -12, 11
> O=C1c2ccccc2C(Nc2ccc(S(=O)(=O)N3CCOCC3)cc2)N1c1ccccn1 (stereo not given)
    -1, -3
> CCCN(CCC)S(=O)(=O)c1ccc(NS(C)(=O)=O)cc1
    9, -12
> NCCCC[C@H](N)c1nnc([C@H](CC(=O)O)NC(=O)C2CCNCC2)o1
    16, -4
> OCCC1CN(Cc2cccn2-c2cccnc2)CCN1CCc1ccccc1 (stereo not given)
    -3, 0
> CCOc1ccc(CCNC(=O)CN2C(=O)NC3(CCc4ccccc43)C2=O)cc1OCC (stereo not given)
    21, 11
> O=C(OCc1cn([C@H]2CN(CC3CCCCC3)[C@@H](c3ccc(Cl)cc3)C[C@@H]2O)nn1)c1ccccc1
    -1, -13
> NC(=O)c1ccc(-n2nnnc2SCC(=O)c2ccc(O)c(O)c2)cc1
    -12, 9
> CCOC(=O)c1c(C)[nH]c(N=Nc2cc(C(=O)O)cc(C(=O)O)c2)c1C
    -5, 1
> CCN(c1ccccc1)S(=O)(=O)c1cccc(C(=O)OCc2nc3sc(C)c(C)c3c(=O)[nH]2)c1
    0, 1
> CCOC(=O)c1c(NC(=O)c2cccs2)sc(C)c1C
    0, 3
> COc1ccc(-c2csc(Nc3ccccn3)n2)cc1
    7, -9
> O=C1OCCN1C(=O)[C@H]1[C@H](c2ccc(F)cc2)C(c2cccc(Cl)c2)=NN1c1ccc(Br)cc1
    4, i
> Cc1ccc2[nH]c(=O)c(COC(=O)c3ccccn3)cc2c1
    -7, 8
> Cc1cnc(NC(=O)c2ccc(-c3nc4ccccc4s3)o2)s1
    -22, 20
> CCC(CO)Nc1ccn2nc(-c3ccccc3)cc2n1 (stereo not given)
    -18, 9
> CN1CCc2cc3c(c4c2C1CC41CCC(=NO)CC1)OCO3 (stereo not given)
    -19, 9
> CC(C)c1ccc(CN2CCN(C(=O)CSc3nnnn3C3CC3)CC2)cc1
    -27, -1
> CCOc1ccc(N(C(C)C(=O)NN=C2CCCCCCC2)S(C)(=O)=O)cc1 (stereo not given)
    13, -5
> COc1ccc(CC(C)NCC(O)c2ccc(O)c(NC=O)c2)cc1 (stereo not given)
    1&-7, 1&0

2 records drawn at random from those above:
Sequence of screens – TAG inh, TAG inh DAPI viability
> Cc1cnc(NC(=O)c2ccc(-c3nc4ccccc4s3)o2)s1
    -22, 20
> CN1/C(=C\C(=O)CN2C(=O)NC3(CCCCCC3)C2=O)C(C)(C)c2ccccc21
    -20, 6

Next entries follow:
Sequence of screens – TAG inh, TAG inh DAPI viability
> COc1ccc(-n2nnnc2CNC(=O)c2c(-c3ccccc3Cl)noc2C)cc1
    2, -2
> CCCCN1C(=O)/C(=C(/C#N)C(=O)N2CCCC2)c2ccccc21
    -16, -3
> COc1ccc(CC(=O)Nc2nc(C)cs2)cc1
    -21, 3
> Cc1ccc(C2N(c3nccs3)C(=O)C3CCCN32)cc1 (stereo not given)
    -22, 11
> Cc1cccc(NC(=S)NN2CCN(C)CC2)c1
    6, -4
> COc1ccc(-n2ccnc2SCC(=O)Nc2ccc(OC)cc2OC)cc1
    -29, 2
> COc1ccc(CCN2C(=O)CC(C(N)=O)SC2=Nc2ccc(F)cc2)cc1OC (stereo not given)
    -2, 6
> Cc1cc(Br)c(OCc2ccc(C(=O)N/N=C/c3ccc[nH]3)cc2)c(Br)c1
    23, -32
> Cc1ccc(-c2cc(-c3c(C)nn(C)c(=O)c3N)[nH]n2)cc1
    28, -15
> O=C(NCCOc1ccccc1F)c1cccc(S(=O)(=O)N2CCN(c3ccccc3)CC2)c1
    4, 2
> COc1ccc(C2CC(c3ccccc3C)n3nc(N)nc3N2)cc1 (stereo not given)
    7, -10
> Cc1cc(C)c(OCCN2CC(C)OC(C)C2)c(Br)c1 (stereo not given)
    -9, 11
> O=C(Nc1ccc(Cl)cc1)c1csc([C@@H]2C[C@H](O)[C@@H](CO)O2)n1
    54*, -40*
> O=C(NCc1csc(-c2cccs2)n1)c1ccsc1
    -1, 2
> CN(CC(=O)Nc1cccc2ccccc12)c1ccc(S(=O)(=O)N2CCOCC2)cn1
    -1, 4
> CCOC(=O)N1CCN(C(=O)c2ccc3c(c2)sc2nc(-c4ccccc4)cn23)CC1
    12, -5
> Cc1nc2ccccc2c(=O)n1/N=C/c1cn[nH]c1-c1ccccc1
    7, -1
> COc1ccc(C(NC(=O)/C=C\c2ccco2)c2ccc(OC)c(OC)c2)cc1 (stereo not given)
    -5, 7
> CCc1cccc2c(C(=O)C(F)(F)F)cn(CC(=O)N3CCOCC3)c12
    -15, -3
> CC1(C(=O)NS(=O)(=O)c2cccs2)CCN1C(=O)C1(c2ccc(Cl)cc2)CCC1 (stereo not given)
    1, -2
> O=[N+]([O-])c1cccc(S(=O)(=O)N2CCc3ccccc3C2)c1
    1, 3
> O=C(NCCC1CCCCN1S(=O)(=O)c1ccc(Cl)cc1)C(=O)NCCN1CCOCC1 (stereo not given)
    5, -11
> CC(C)CCN1C(=O)c2ccc(C(=O)Nc3ccc(Br)cc3C(=O)O)cc2C1=O
    -5, 5
> COc1cccc2cc(C(=O)NCCN3CCOCC3)oc12
    -11, 3
> Cc1ccc(C(=O)N2CCCC(CCC(=O)NCc3ccccc3F)C2)cn1 (stereo not given)
    -14, 0
> Cc1ccc(Cl)cc1NC(=O)COC(=O)CCN1C(=O)C2CC=CCC2C1=O (stereo not given)
    -6, 1
> Cc1cn([C@H]2C[C@H](O)[C@@H](CCC(=O)NCCc3c[nH]c4ccccc34)O2)c(=O)[nH]c1=O
    6, -5
> O=C(CCC(=O)N1CCOc2ccc(Cl)cc21)NCCCN1CCC(Cc2ccccc2)CC1
    90*, -36*
> COc1ccc(C(=O)NCc2cn3ccsc3n2)cc1OC
    -12, 3
> COc1ccccc1S(=O)(=O)CC(O)COc1ccccc1Cl (stereo not given)
    14, 0
> COC(=O)c1ccccc1NC1=C/C(=N\S(=O)(=O)c2cccs2)c2ccccc2C1=O
    10, -17
> COc1cc(/C=C(\C#N)C(=O)NCC2CCCO2)c([N+](=O)[O-])cc1OC (stereo not given)
    -5, 4
> CS(=O)(=O)N1CCN(c2ccccc2[N+](=O)[O-])CC1
    5, -5
> CC(=O)c1ccc(NC(=O)CSc2nc(Nc3ccccc3)nc(N3CCOCC3)n2)cc1
    36, -9
> COc1ccccc1C(=O)NNC(=O)C(=O)NC(C)(C)C
    0, -1
> Cc1oc(-c2ccc(Cl)cc2)[n+]([O-])c1C
    -4, 7
> Cc1csc2nc(CSc3ccc(Cl)cc3)cn12
    -23, 5
> COc1nccc(C(F)(F)F)c1C(=O)NC(=O)Nc1ccccc1
    3, -2
> CCCCNc1nc2ccccc2nc1Cl
    1, 3
> COC(=O)c1cc(Br)c(=O)n(-c2nccs2)c1
    -5, -10

(continued)
mol	TAG inh	TAG inh DAPI viability
COc1ccc(OC(C)C(=O)Nc2ccccc2F)cc1 (stereo not given)	-7	-2
CCN(C(=O)COC(=O)c1n[nH]c2ccccc12)c1ccccc1	-11	91
Cc1ccc(C(=O)COC(=O)c2cn3ccccc3n2)cc1	-1	5
Cc1nc2ccc(NS(=O)(=O)c3ccc(Br)cc3)cc2s1	-16	6
COCC(=O)N/N=C/c1ccc(Sc2nc3ccccc3s2)o1	-24	16
Cc1nc(-c2ccccc2OC(F)(F)F)[nH]c(=O)c1Cl	3	-1
CN1CCN(C(=O)Cn2c(C(F)(F)F)nc3ccccc32)CC1	23	-7
Cc1cccc(C)c1OCC(=O)Nc1ccc(N2CCOCC2)cc1	-15	6
COC(=O)c1nnn(-c2ccccc2)c1N	-11	14
Cc1ccc(SCC(=O)OCc2csc(CC(=O)Nc3ccccc3C)n2)cc1C	2	-10
Nc1ccc(-c2ccc(N)c(C(=O)O)c2)cc1C(=O)O	1	1
COc1ccc(CN2CCS(=O)(=O)CC2)cc1OC	3	98
CC(NC(=O)COc1ccc(S(=O)(=O)N2CCOCC2)cc1)c1ccccc1 (stereo not given)	-7	1
O=C(OCC(=O)N1CCOCC1)c1ccccc1OCc1ccc(Cl)cc1	-17	-2
C#Cc1cccc(NC(=O)C2CCN(C(C)=O)CC2)c1	13	-4
COc1cccc(C(=O)NC(=S)Nc2ccc([N+](=O)[O-])cc2C)c1	-5	-6
Cn1c(=O)c2[nH]c(Cc3cccc(O)c3)nc2n(C)c1=O	6	11
O=C(CSc1nc2ccccc2c(=O)[nH]1)Nc1cccc([N+](=O)[O-])c1	25	-17
CN(C(=O)COC(=O)c1ccc(S(=O)(=O)N2CCOCC2)cc1)c1ccccc1	-6	-4
CCOC(=O)c1ccc(-n2nc(C)cc2C)cc1	6	-11
O=C(NCc1ccncc1)c1ccc(Oc2ccccc2)cc1	-10	-4
COc1ccccc1CC(=O)Nc1ccc(-c2noc(COc3cccc(C)c3C)n2)cc1	37	-4
CC(=O)N(CCS(=O)(=O)c1ccc(Cl)cc1)Cc1cccs1	-3	-1
COc1ccc(C(C#N)=Cc2ccccc2OC)cc1	16	-21
O=C(Nc1cccc(S(=O)(=O)N2CCOCC2)c1)c1cnn2c(C(F)F)cc(-c3ccccc3)nc12	31	13
CC(=O)c1cccc2c(O)c(C3=Nc4ccccc4C3=O)[nH]c12	1	-16
CN(Cc1nc(-c2cnccn2)no1)Cc1n[nH]c2c1CCCC2	10	-5
NS(=O)(=O)c1ccc(CCNC(=S)Nc2ccc(S(N)(=O)=O)cc2)cc1	-9	6
Cc1ccc(OCC(=O)NCc2cccnc2)cc1	8	-4
CN(C)S(=O)(=O)c1ccc(N2CCCC2)c(C(=O)Nc2ccc(N3CCOCC3)cc2)c1	23	-12

Some of the entries so far, field by field.
CC(=O)c1cccc2c(O)c(C3=Nc4ccccc4C3=O)[nH]c12
- TAG inh = 1
- TAG inh DAPI viability = -16
CN(Cc1nc(-c2cnccn2)no1)Cc1n[nH]c2c1CCCC2
- TAG inh = 10
- TAG inh DAPI viability = -5
NS(=O)(=O)c1ccc(CCNC(=S)Nc2ccc(S(N)(=O)=O)cc2)cc1
- TAG inh = -9
- TAG inh DAPI viability = 6
Cc1ccc(OCC(=O)NCc2cccnc2)cc1
- TAG inh = 8
- TAG inh DAPI viability = -4

(listing goes on)
mol	TAG inh	TAG inh DAPI viability
c1ccc(CN2CCC(CNc3ncnc4ccccc34)C2)cc1 (stereo not given)	-8	1
CCCC1(C(=O)OCC)NC(c2ccc(OC)cc2OC)C2C(=O)N(c3ccc4c(c3)OCCO4)C(=O)C21 (stereo not given)	6	-1
O=C(NCCCn1ccnc1)C(=O)NCC1OCCN1S(=O)(=O)c1ccc(Cl)cc1 (stereo not given)	-5	-7
COc1cccc(C2C([N+](=O)[O-])=C(N)Oc3cc(C)oc(=O)c32)c1 (stereo not given)	-9	15
C[C@@H]1CC=C[C@H]2[C@H]1C(=O)N(Cc1ccccc1)[C@H]2c1ccc2ccccc2c1Br	-49	-45
CCOC(=O)CC1CCCCN1C(=O)CCCn1nnnc1CN1CCC(C)CC1 (stereo not given)	12	-5
CCc1ccc(C2CC(c3ccco3)=NN2S(C)(=O)=O)cc1 (stereo not given)	9	-7
O=C1CC[C@@]23CCCN2C(=O)CCCC3C1 (stereo not given in full)	5	4
O=C(O)/C=C/C(O)c1ccc(Cl)cc1 (stereo not given)	-2	4
COc1cc(Cn2c3ccc(NC(=S)NCc4ccc(C)cc4)cc3c(=O)n2C)ccc1F	-24	128
C=CC[C@@H](CC(=O)N[C@H](CO)Cc1ccccc1)C(=O)N[C@H](COC(=O)[C@@H](CC=C)Cc1ccc(F)cc1)Cc1ccccc1	0	-13

Screening results as filed in PubChem BioAssay.
